MrgX1 antagonist: blocks BAM8-22 activation of human MrgX1 receptor. MRGX1-HEK293 calcium flux, Fluo-4, BAM8-22 antagonism; active compounds read low. actives 1.3% (n = 310,000). B-score at 10 µM;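 active = calcium-response B-score plate-corrected more than 3 library SD below zero, starting fluorescence within 5 deviations, no agonist response on first addition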;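 note: peak minus trough fluorescence over baseline after final BAM8-22 challenge near maximal dose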
TRPC4 inh: TRPC4 (mouse) channel inhibition; HEK293 TRPC4beta/mu-opioid, DAMGO-evoked Fluo4 calcium flux; active compounds read low; B-score at 10 µM; actives 0.39% (n = 300,000);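 active = B-score over 3 SD under the library average, no early fluorescence shift, positive overall ratio signal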
Target sequence (Q9QUQ5 whole entry, looked up): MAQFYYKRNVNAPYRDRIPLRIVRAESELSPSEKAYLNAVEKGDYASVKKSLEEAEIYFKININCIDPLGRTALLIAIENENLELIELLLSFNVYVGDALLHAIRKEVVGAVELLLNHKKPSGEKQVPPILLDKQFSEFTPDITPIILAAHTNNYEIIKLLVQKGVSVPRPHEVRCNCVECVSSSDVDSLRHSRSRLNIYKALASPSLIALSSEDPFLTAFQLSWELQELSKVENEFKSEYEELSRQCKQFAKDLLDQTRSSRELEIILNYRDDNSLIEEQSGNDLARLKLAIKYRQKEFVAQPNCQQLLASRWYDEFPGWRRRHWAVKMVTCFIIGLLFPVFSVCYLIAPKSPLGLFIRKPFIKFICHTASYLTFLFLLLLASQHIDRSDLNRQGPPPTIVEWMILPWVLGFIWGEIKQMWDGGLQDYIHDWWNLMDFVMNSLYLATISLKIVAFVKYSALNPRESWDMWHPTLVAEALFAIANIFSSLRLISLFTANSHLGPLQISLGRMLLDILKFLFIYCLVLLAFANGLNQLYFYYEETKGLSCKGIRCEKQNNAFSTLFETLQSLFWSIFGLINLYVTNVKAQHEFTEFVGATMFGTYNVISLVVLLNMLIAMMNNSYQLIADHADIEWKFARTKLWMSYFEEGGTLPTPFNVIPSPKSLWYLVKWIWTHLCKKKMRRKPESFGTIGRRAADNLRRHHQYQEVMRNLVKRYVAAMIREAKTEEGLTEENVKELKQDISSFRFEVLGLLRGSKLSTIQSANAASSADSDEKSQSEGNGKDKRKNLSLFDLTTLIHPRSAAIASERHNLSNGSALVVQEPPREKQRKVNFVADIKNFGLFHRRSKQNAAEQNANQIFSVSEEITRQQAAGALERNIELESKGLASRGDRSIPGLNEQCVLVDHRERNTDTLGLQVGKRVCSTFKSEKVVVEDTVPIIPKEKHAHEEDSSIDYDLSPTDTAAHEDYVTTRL
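test system = HEK293 cells with stable TRPC4beta plus mu-opioid receptor expression | detection = Fluo4 Ca2+ flux fluorescence | read-out = integrated fluorescence ratio relative to baseline, converted to per-well B score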
SKKanGAS inh: blocks kanamycin growth of S. pyogenes SKKanGAS strain; inhibition, % at 7.5 µM; actives 1.3% (n = 300,000); AID 1662; BacTiter-Glo, 6 h;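 active = mean replicate score, as percent of positive control median, at least 50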;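 note: strain carries kanamycin resistance gene driven by streptokinase promoter and grows in 40 µg/ml kanamycin; loss of luminescence reflects streptokinase promoter inhibition or plain growth inhibition; 0% = median of DMSO wells and 100% = positive control at its reference dose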
IEC-6 cytotox: IEC-6 cytotoxicity, counter-screen for KLF5 inhibitors | actives 0.78% (n = 290,000) | luminescence viability | inhibition, % at 5 µM; in the data active = inhibition above about 22%;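 note: 0% = plate median of test compound wells and 100% = cytotoxic reference compound wells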
TRPC6 inh: mouse TRPC6 channel inhibition; AID 2553; actives 1.1% (n = 310,000); B-score at 10 µM; HEK293-TRPC6, membrane potential dye, ACh-evoked depolarization; active compounds read low;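 active = B-score under library mean minus 3 SD, initial fluorescence not abnormally high, positive integrated signal ratio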;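 note: B-score derived from integrated fluorescence ratio over the kinetic read; more negative B-score means stronger inhibition of depolarization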
HIF activator: HIF pathway transcriptional activation. actives 0.32% (n = 300,000). U2OS HRE-luciferase reporter, luminescence; normalized: DMSO 0%, desferrioxamine 100%. AID 1910. activation, % at 7.5 µM (by protocol);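 active = mean activation of at least 10% of the iron chelator positive control signal, with at least half of replicates also reaching 10%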
aSyn UTR inh: 5' untranslated region of α-synuclein, MLPCN primary screen | alpha-synuclein 5'UTR reporter, inhibitor activity | inhibition, % (tested at 7.5 µM) | actives 0.82% (n = 300,000) | AID 1813; in the data active = inhibition above about 60%;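 note: H4 neuroglioblastoma cells stably carrying SNCA 5'UTR luciferase fusion; 0% = DMSO wells and 100% = positive control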
KLF5 inh: kruppel-like factor 5 inhibition; DLD-1 KLF5 promoter-luciferase reporter, luminescence; inhibition, % at 5 µM; actives 0.23% (n = 290,000); AID 1700;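 active = inhibition above a per-plate limit of that plate's mean compound inhibition plus 3 SD, cut at about 60% in these data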;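 note: 0% = DMSO wells and 100% = LY294002 at 200 µM; higher means less KLF5 promoter-driven luciferase light; inactives centre near -14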
TRPC6 activator: mouse TRPC6 channel activation. AID 2550. HEK293-TRPC6 membrane potential dye fluorescence; active compounds read high. Q61143. B-score at 10 µM. actives 0.13% (n = 310,000);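 active = B-score of the integrated fluorescence ratio above library mean plus 3 SD, and starting fluorescence ratio within library mean plus 5 SD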;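 note: higher score means more depolarization so channel activation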
TRPC4 agonist: TRPC4 (mouse) channel activation | Q9QUQ5 | actives 0.49% (n = 310,000) | B-score at 10 µM | HEK293 TRPC4beta/mu-opioid, Fluo4 calcium fluorescence; active compounds read high | AID 2237;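 active = B-score above 5 SD of library B-scores, and initial fluorescence ratio not above library mean plus 5 SD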;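 note: positive B-score marks a calcium rise read as TRPC4 activation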
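System – HEK293 cells stably co-expressing mouse TRPC4beta and mu-opioid receptor · Signal – Fluo4 calcium-sensitive dye fluorescence, kinetic, 1 Hz baseline · Benchmarks – buffer (low) and maximal DAMGO (high) · Read-out – B score of integrated fluorescence ratio per well · Incubation – dye loading 45 min room temperature, 110 s kinetic read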
TRPC4 potent: TRPC4 (mouse) allosteric potentiation; Q9QUQ5; HEK293 TRPC4beta/mu-opioid, DAMGO EC20, Fluo-4 Ca2+ flux; active compounds read high; B-score at 10 µM; actives 0.42% (n = 310,000); AID 2227;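 active = B-score of calcium response area above 5 SD of library B-scores, with initial fluorescence ratio within 5 SD of library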;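 note: B-score of integrated fluorescence ratio over time as area under calcium response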
* hit, by the source's call; i = inactive; . = no result given.

| No. | Compound | MrgX1 antagonist | TRPC4 inh | SKKanGAS inh | IEC-6 cytotox | TRPC6 inh | HIF activator | aSyn UTR inh | KLF5 inh | TRPC6 activator | TRPC4 agonist | TRPC4 potent |
| --- | --- | --- | --- | --- | --- | --- | --- | --- | --- | --- | --- | --- |
| 1 | CCOC(=O)C1CCN(c2nc(-c3ccc(C)cc3)nc3ccccc23)CC1 | i | i | 2 | 1 | i | 0.4 | 2 | -20 | i | i | i |
| 2 | CSc1ncccc1C(=O)NC(C)CCc1ccccc1 (stereo unspecified) | i | i | 3 | -2 | i | -2.8 | 7 | -5 | i | i | i |
| 3 | N#CCCn1c(SCC(=O)Nc2ccc(N3CCOCC3)cc2)nc2ccccc21 | i | i | -16 | 0 | i | 0.1 | 14 | -35 | i | i | i |
| 4 | O=C(CN1c2cccc3cccc(c23)S1(=O)=O)Nc1cccc(S(=O)(=O)N2CCOCC2)c1 | i | i | 13 | -4 | i | -1.2 | 31 | -22 | i | i | i |
| 5 | O=C(O)c1ccc(CSC2CCCCC2)cc1 | i | i | -1 | 6 | i | 1.1 | 11 | -5 | i | i | i |
| 6 | Cc1c(Cc2ccccc2)c(=O)oc2cc(O)cc(O)c12 | i | i | 7 | -3 | i | 0.5 | -3 | 4 | i | i | i |
| 7 | C=CCOc1c(Br)cc(CNCCCN2CCOCC2)cc1OC | i | i | -3 | -11 | i | -5.4 | 2 | -36 | i | i | i |
| 8 | Cc1nc2ccccc2c(=O)n1-c1ccc(NS(=O)(=O)c2ccc(F)cc2F)cc1 | i | i | 4 | . | i | 0.1 | 11 | . | i | i | i |
| 9 | Cc1ccc(C(=O)Nc2ccc(Br)cc2)cc1S(=O)(=O)Nc1ccccn1 | i | i | -4 | 6 | i | 0.4 | -6 | -26 | i | i | i |
| 10 | Cc1ccc(S(=O)(=O)NC(=O)c2ccc(F)cc2)c(C)c1 | i | i | -1 | -3 | i | 0.5 | -2 | -14 | i | i | i |
| 11 | Cc1nn(C2CCS(=O)(=O)C2)c(Cl)c1/C=C/C(=O)OCC(=O)Nc1ccc2c(c1)OCO2 (stereo unspecified) | i | i | -10 | 3 | i | -0.1 | -1 | 10 | i | i | i |
| 12 | CCN1CCN(C(c2nnnn2Cc2ccc3c(c2)OCO3)C(C)C)CC1 (stereo unspecified) | i | i | -7 | -3 | i | -0.5 | -5 | -18 | i | i | i |
| 13 | COc1ccc(CNC(=S)NCc2ccc(Cl)cc2)cc1OC | i | i | 10 | -5 | i | -0.6 | 24 | -2 | i | i | i |
| 14 | CCOC(=O)C1CCN(C(=O)COC(=O)c2nn(C)c(=O)c3ccccc23)CC1 | i | i | 6 | . | i | 0.1 | 12 | . | i | i | i |
| 15 | CCOC(=O)c1c(C)[nH]c(C)c1S(=O)(=O)N(C)CC(=O)NCc1ccc(C)cc1 | i | i | 1 | -3 | i | -0.5 | -1 | -28 | i | i | i |
| 16 | CCC(C)Sc1nc2c(cnn2-c2ccc(C)c(C)c2)c(=O)[nH]1 (stereo unspecified) | i | i | 15 | -3 | i | -0.4 | 37 | -13 | i | i | i |
| 17 | Cc1ccc(C)c(Cn2c(=O)c3c(nc4n3CCN4Cc3ccco3)n(C)c2=O)c1 | i | i | 9 | 0 | i | -0.7 | 38 | -4 | i | i | i |
| 18 | CCOc1ccc(S(=O)(=O)N2CCC(C(=O)NCc3cccnc3)CC2)cc1C | i | i | -3 | 8 | i | 0.0 | 36 | 11 | i | i | i |
| 19 | CC(C)c1ccc(Nc2ccc(C(=O)O)cc2[N+](=O)[O-])cc1 | i | i | 13 | 3 | i | -3.2 | 2 | -10 | i | i | i |
| 20 | CCOc1cc(CN2CCN(c3ncccn3)CC2)ccc1OC | i | i | -6 | 4 | i | -0.5 | 16 | 14 | i | i | i |
| 21 | Cc1ccc2cc3cc(C(=O)NCc4ccco4)oc3nc2c1 | i | i | -3 | 3 | i | 1.7 | -23 | 21 | i | i | i |
| 22 | O=C(Nc1cccc(-c2csc(Nc3cccc(C(F)(F)F)c3)n2)c1)c1ccccc1 | i | i | 93* | . | i | 0.4 | -14 | . | i | i | i |
| 23 | N/C(=N/OCC(=O)Nc1cccc2ccccc12)c1nonc1N | i | i | 4 | -2 | i | -0.7 | 14 | -28 | i | i | i |
| 24 | CCOC(=O)C(C)n1cnc2scc(-c3ccc(C)cc3)c2c1=O (stereo unspecified) | i | i | -5 | 4 | i | -0.6 | 20 | -8 | i | i | i |
| 25 | CCc1cc(C(=O)Nc2ccc(S(=O)(=O)NC3=NCCCCC3)cc2)sc1C | i | i | -2 | . | i | -1.0 | 39 | . | i | i | i |
| 26 | Cc1ccc(NC(=S)N2CCN(S(C)(=O)=O)CC2)cc1C | i | i | . | 3 | i | . | . | -32 | i | i | i |
| 27 | O=C(CS(=O)(=O)c1c[nH]c2ccccc12)N1CCCCCC1 | i | i | 6 | 4 | i | -0.2 | -2 | -12 | i | i | i |
| 28 | CCOC(=O)N1CCN(C(=O)/C(=C/c2ccc(Cl)cc2)NC(=O)c2ccccc2)CC1 | i | i | 2 | -2 | i | -0.1 | 13 | -20 | i | i | i |
| 29 | CN(C)c1nc(=S)nc(NCc2ccccc2)[nH]1 | i | i | 11 | 3 | i | -0.8 | 17 | -4 | i | i | i |
| 30 | COCc1c(C(=O)N/N=C/C2CC=CCC2)nnn1-c1nonc1N (stereo unspecified) | i | i | 1 | -4 | i | -0.2 | 4 | -33 | i | i | i |
| 31 | Oc1ccc(/C=N/Nc2nccnc2Cl)cc1 | i | i | 21 | 6 | i | 3.9 | -124 | -102 | i | i | i |
| 32 | CCCCCOc1ccc(C2C(C(=O)c3ccc(C)o3)=C(O)C(=O)N2c2cc(C)on2)cc1 (stereo unspecified) | i | i | 81* | -10 | i | 0.1 | -24 | -45 | i | i | i |
| 33 | O=C(C1CCCN(S(=O)(=O)c2ccc(F)cc2)C1)N1CCCCC1 (stereo unspecified) | i | i | -2 | 0 | i | -0.2 | 9 | -21 | i | i | i |
| 34 | CC1Sc2ccc(S(=O)(=O)NCCc3ccc(Cl)cc3)cc2NC1=O (stereo unspecified) | i | i | -25 | -2 | i | -0.3 | -3 | -6 | i | i | i |
| 35 | O=C(CCCN1C(=O)/C(=C/c2ccccc2)SC1=S)Nc1cccc(O)c1 | i | i | 4 | -3 | i | -0.3 | 2 | -13 | i | i | i |
| 36 | OCCSc1nncn1/N=C/c1c[nH]c2ccccc12 | i | i | -9 | 2 | i | 0.0 | -11 | -10 | i | i | i |
| 37 | Cc1ccc(S(=O)(=O)N2CCOCC2)cc1NC(=O)CSc1nc2ccccc2c(=O)n1Cc1ccccc1 | i | i | 11 | -1 | i | 0.1 | 52 | -28 | i | i | i |
| 38 | CN(C)CCCN(C(=O)c1cc(-c2cccs2)nc2ccccc12)c1nc2c(F)cccc2s1 | i | i | 18 | 12 | i | -3.1 | -3 | -28 | i | i | i |
| 39 | CCOC(=O)c1c(NC(=O)/C=C/C(=O)O)sc(C)c1-c1ccc(C(C)(C)C)cc1 | -5.2* | -10* | 39 | 0 | i | -3.7 | -34 | -7 | 14* | i | i |
| 40 | Cc1ccccc1-n1c(=S)[nH]c2nc3c(cc2c1=O)COC(C)(C)C3 | i | i | -1 | -2 | i | 0.1 | 25 | 1 | i | i | i |
| 41 | CCC(C(=O)NCc1cccc(C)c1)n1nc(C)c2c(C)n(-c3ccccc3)nc2c1=O (stereo unspecified) | i | i | 1 | 4 | i | -0.2 | -7 | -27 | i | i | i |
| 42 | COc1cccc(/C=N/Nc2ncnc3c2[nH]c2ccc(C)cc23)c1OC | i | i | 1 | -1 | i | 0.4 | -28 | -5 | i | i | i |
| 43 | Cc1oc(S(=O)(=O)N2CCCCC2)cc1NC(=O)Nc1ccccc1 | i | i | -3 | 2 | i | 0.2 | 3 | -29 | i | i | i |
| 44 | C/C(N)=C(/C#N)C(=O)COC(=O)COc1ccc(Cl)cc1C | i | i | -1 | -1 | i | -0.8 | -10 | -25 | i | i | i |
| 45 | COc1ccc(Cc2nn3c(-c4ccccc4OC)nnc3s2)cc1 | i | i | 4 | -1 | i | 0.1 | -4 | -42 | i | i | i |
| 46 | Cc1c(NC(=S)Nc2ccc(Cl)cc2)c(=O)n(-c2ccccc2)n1C | i | i | -3 | 0 | i | -0.2 | -3 | -26 | i | i | i |
| 47 | COC(=O)c1ccc(OCC(O)CN2CCN(C(=O)c3ccco3)CC2)cc1 (stereo unspecified) | i | i | 4 | -3 | i | -2.1 | 14 | -35 | i | i | i |
| 48 | O=C(CNCC1CCCO1)Nc1ccccc1N1CCOCC1 (stereo unspecified) | i | . | 1 | -1 | i | -0.3 | -12 | -12 | i | i | i |
| 49 | c1ccc(OCc2nc3ccccc3[nH]2)cc1 | i | i | -9 | 2 | i | 2.9 | -153 | -90 | i | i | i |
| 50 | Cc1nn(C)c(N)c1[N+](=O)[O-] | i | i | 0 | 1 | i | -0.5 | 15 | -9 | i | i | i |
| 51 | O=C(CC1C(=O)NCCN1Cc1cccc(Oc2ccccc2)c1)NCCc1cscn1 (stereo unspecified) | i | i | -1 | 2 | i | 0.5 | 18 | -26 | i | i | i |
| 52 | CC1=CCC2COC(c3ccc[n+](Cc4ccccc4)c3)C1C2 (stereo unspecified) | i | i | -1 | -2 | i | 0.2 | -17 | 6 | i | i | i |
| 53 | COc1cccc(CN2CCN(c3ncccn3)CC2)c1OC | i | i | 5 | 1 | i | -1.4 | 10 | -15 | i | i | i |
| 54 | Nn1c(SCc2cccc(Br)c2)nnc1-c1ccncc1 | i | i | 1 | 5 | i | 0.5 | -23 | -30 | i | i | i |
| 55 | COc1ccc(OC)c(S(=O)(=O)n2cnc3ccccc32)c1 | i | i | -2 | -2 | i | 4.4 | -37 | -20 | i | i | i |
| 56 | Cc1cccc(NC(=S)NC2CCSc3ccccc32)c1 (stereo unspecified) | i | i | 40 | 11 | i | 0.7 | 16 | -24 | i | i | i |
| 57 | CC(C)C[C@H](NC(=O)c1nc[nH]c1C(=O)NC(c1ccccc1)c1ccccc1)C(=O)OCc1ccccc1 | i | i | 31 | 4 | i | -2.0 | 30 | -28 | i | i | i |
| 58 | Cc1cccc(-n2cc(C#N)c(=O)[nH]c2=O)n1 | i | i | 5 | 4 | i | 0.1 | 10 | 6 | i | i | i |
| 59 | CC(C)[C@H](NS(=O)(=O)c1ccccc1)C(=O)OCC(=O)Nc1ccc2c(c1)OCO2 | i | i | -3 | -11 | i | -3.1 | 2 | 7 | i | i | i |
| 60 | O=c1[nH]c(CN2CCN(c3ccc([N+](=O)[O-])cc3)CC2)nc2ccsc12 | i | i | 4 | -3 | i | -0.4 | 24 | -24 | i | i | i |
| 61 | COc1ccccc1NC(=O)COc1coc(CN2CCN(c3ccccc3)CC2)cc1=O | i | i | -8 | . | i | -0.3 | 3 | . | i | i | i |

Screens from PubChem.

Random draw from the library, and some 5.8% of all compounds hit somewhere here.
